MCF10A rereplic = DNA re-replication induction in MCF 10a cells. Potency, µM (doses to about 46.1 µM), for inactives: at the top dose activity, positive = re-replication, actives largely listed as activators. MCF 10A DNA re-replication, Hoechst nuclear intensity, 48 h. 350,000 tested, 2.9% active. AID 624296; also: potency is read from the fitted curve at half-maximal effect; % of control where 0% means no effect; nearly all actives have a fitted effect of over 50% in size
Nrf2 activator = Nrf2 pathway activation; AREc32 ARE-luciferase reporter (MCF7-derived line), luminescence, 24 h; Potency, µM (titrated, usually from 46.1 µM), for the others: at the highest dose activation, usual class: activators; 410,000 tested, 0.31% active; AID 624171; also: potency is read from the fitted curve at half-maximal effect; % of control where 0% means no effect; nearly all actives have a fitted effect of over 65% in size
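AREc32 cells carrying an ARE-driven firefly luciferase, 1000 cells/well in OPTI-MEM with 5% FBS, dosed after overnight attachment and incubated 24 hr at 37 deg C. Steady-Glo luminescence read after 30 min at RT.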
HepG2 viability = kills HepG2 cells in TGF-b inhibitor counter-screen; HepG2 CAGA-GFP viability, ATP luminescence, 18 h; Potency, µM (top dose mostly 46.1 µM), for inactives: at the top dose activity change, negative = cytotoxicity, most hits filed as cytotoxic; 410,000 tested, 0.76% active; AID 588856; also: potency is read from the fitted curve at half-maximal effect; some results filed as inactive show a strong effect at the top dose
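CellTiter-Glo luminescence gave cytotoxicity after 18 hours at 37 degrees C. The cells were HepG2 CAGA-GFP in 1% FBS DMEM, stimulated with 500 pg/mL TGF-beta after compound addition. %Activity was normalised to no-cell wells (complete cell-killing) and DMSO (no toxicity), and curves were fitted and classified.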
A549 tox = counter-screen for Nrf2 inhibitors: cytotoxicity in A549 cells; 390,000 tested, 0.16% active; AID 504648; A549 ARE-Fluc cells, CellTiter-Fluor viability, 18-24 h; Potency, µM (highest dose often 46 µM), for inactives: at the highest dose activity change, negative = cytotoxicity, actives largely listed as inhibitors; also: potency is read from the fitted curve at half-maximal effect; % is scaled to controls: 0 for no effect and ±100 for the full control effect
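A549 ARE_Fluc cells in 5% FBS OPTI-MEM were exposed to compounds in concentration-response for 18-24 h at 37 deg C. Viability was read by CellTiter-Fluor fluorescence (Ex 405/Em 525) after 30 min, before the luciferase read.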
Nrf2 inh = Nrf2 pathway inhibition | A549 ARE-Fluc reporter, luciferase luminescence, 18-24 h | Potency, µM (titrated, usually from 46 µM), for inactives: at the highest dose activity change, negative = inhibition, hits mostly inhibitors | 360,000 tested, 2.1% active | AID 504444; also: potency is read from the fitted curve at half-maximal effect; % is scaled to controls: 0 for no effect and ±100 for the full control effect; nearly all actives have a fitted effect of over 60% in size
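Concentration-response testing used A549 ARE_Fluc cells at 5000 cells/well. Following an 18-24 h compound incubation, viability was read by fluorescence (Ex 405/Em 525) and luciferase output by luminescence.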
TGFb SMAD3 inh = blocks TGF-b signaling; Potency, µM (titrated, usually from 46.1 µM), for inactives: top-dose activity, negative = inhibition, usual class: inhibitors; HepG2 CAGA-GFP TGF-b/SMAD3 reporter, GFP fluorescence, 18 h; TGF-beta stimulated, 500 pg/mL final; AID 588855; 410,000 tested, 1.2% active; also: potency is read from the fitted curve at half-maximal effect; % is scaled to controls: 0 for no effect and ±100 for the full control effect; nearly all actives have a fitted effect of over 65% in size
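First, reporter cells (HEPG2 CAGA-GFP) rested 2 h at 37 degrees C. Next, compounds were pinned in and TGF-beta added to 500 pg/mL final. After 18 h, GFP was imaged per cell and summed per well.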
IL1B secr inh = blocks inflammasome-driven IL-1 beta release | THP-1 LPS/ATP IL-1B secretion, AlphaLISA, 16 h; hits give low values | activity change, % at 57.5 µM | 360,000 tested, 4.7% active | AID 743279; in the data active = activity change below about -50%; inconclusive = mostly about -30% to -49%; also: % is scaled to controls: 0 for no effect and ±100 for the full control effect
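Secreted IL-1B measured by AlphaLISA bead assay after 16 h compound exposure of THP-1 cells; compounds (final up to 57.5 uM) added 1 h before LPS (250 ng/mL) and ATP (1.25 mM) stimulation; lower signal means less secretion.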
ATXN2 expr inh = ATXN2 expression inhibition; Potency, µM (highest dose often 57 µM), for the others: top-dose activity change, negative = inhibition, actives largely listed as inhibitors; HEK-293 ATXN2-luciferase reporter, luminescence, 24 h; 360,000 tested, 0.72% active; also: potency is read from the fitted curve at half-maximal effect; % is scaled to controls: 0 for no effect and ±100 for the full control effect; nearly all actives have a fitted effect of over 55% in size
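ATXN2-luciferase reporter cells (luciferase flanked by upstream and downstream ATXN2 gene portions) were treated 24 h at 37 °C with compounds at up to 57 uM. SteadyGlo luminescence gave expression; GF-AFC fluorescence gave viability.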
ATXN viability = cell viability loss in ATXN counter-screen | S2 cells (HEK-293 line with an ATXN2-luciferase reporter) viability, CellTiter-Fluor protease fluorescence, 24 h | Potency, µM (series often up to 56.7 µM), most hits filed as cytotoxic | 400,000 tested, 0.49% active; also: potency is read from the fitted curve at half-maximal effect; nearly all actives have a fitted effect of over 40% in size
* hit, by the source's call; i = inactive; ? = inconclusive; . = not tested or not shown; & = joins results of further samples; [ ] = another dose, or the depositor's remark. Unless noted, calls follow the shape of the dose curve; as a rule, active = well fitted curve in the direction sought with a large enough effect; inconclusive = small, poorly fitted or top-dose-only effect, or another doubt; inactive = no such curve, though single readings can be large; an effect the other way counts as inactive or inconclusive.

SMILES | MCF10A rereplic | Nrf2 activator | HepG2 viability | A549 tox | Nrf2 inh | TGFb SMAD3 inh | IL1B secr inh | ATXN2 expr inh | ATXN viability
CC(=O)Nc1cccc(C(=O)N(CCc2ccccc2)Cc2ccccc2)c1 | 14.0% | -0.2% | -11.2% | 3.1% | 16.5% | -1.0% | -10.9 | 7.8% | i
O=C(COC(=O)CNC(=O)c1ccccc1F)Nc1cccnc1Cl | 24.2% | -0.3% | -2.5% | 7.0% | 7.5% | -0.6% | -0.4 | 0.5% | i
CCOc1ccc(CNCc2c(C(=O)O)n(Cc3ccc(OC)cc3)c3ccccc23)cc1 | . | -0.6% | -28.6% | ? | ? | ? | . | . | .
Cc1c(N=C(N)/N=C(\N)Nc2ccccc2)c(=O)n(-c2ccccc2)n1C | -0.6% | 0.1% | 5.8% | -3.7% | 12.5% | 16.9% | -1.0 | 4.3% | i
COc1ccc2sc(N(CCCN(C)C)C(=O)c3ccc(S(=O)(=O)N(C)Cc4ccccc4)cc3)nc2c1 | 6.5% | 3.4% | -45.4% | -9.0% | 0.6% | -21.3% | -93.1* | -34.1% | ?
CN(C(=O)c1cccc(NC(=O)Cc2ccc(NC(=O)C3CCN(C(=O)c4ccccc4)CC3)cc2)c1)C1CCC1 | ? | 4.0% | -20.1% | 1.2% | -6.3% | 1.4% | -13.4 | -5.3% | i
CC(=O)Nc1cccc(NC(=O)CSc2nnc(Cc3cccn3C)n2CCc2ccccc2)c1 | 1.5% | -0.7% | -4.0% | -2.7% | ? | 17.3% | -3.3 | 0.1% | i
COc1cc(C(=O)NC(=S)Nc2ccc3c(c2)OCO3)cc(OC)c1OC | 11.3% | -0.9% | -23.0% | -2.3% | -8.0% | -0.7% | -1.0 | -27.6% | i
CC(C)(C)[C@H]1C=C(C(=O)O)O[C@@H](OCCCCO)C1 | 36.0% | 1.5% | -0.7% | -2.3% | -8.3% | 0.3% | 30.2 | -2.2% | i
CCN(C(=O)c1cccs1)c1nc(-c2ccc(OC)cc2)cs1 | ? | -0.4% | -7.3% | -1.9% | ? | 5.8% | -19.9 | 35.9% | i
O=C(CNC1CCCCCC1)c1cccs1 | 0.9% | -0.1% | 2.6% | 13.3% | ? | -16.5% | 0.0 | -9.9% | i
O=C1N=C(N2CCOCC2)S/C1=C\c1cccs1 | 0.7% | 4.0% | -2.0% | 8.7% | 3.9% | 13.8% | 0.0 | . | ?
COc1cc(OC)cc(C(=O)Nc2sc3c(c2C(N)=O)CCC3)c1 | 0.581µM* | 2.1% | 4.0% | 2.5% | -15.8% | -3.7% | ? | -21.5% | i
CN(C)c1ccc(C(=O)OCC(=O)NCCCc2ccccc2)cc1 | 3.8% | -0.6% | -16.4% | 2.8% | ? | -2.5% | 5.3 | -7.5% | i
Cc1cccc(CSc2nnc([C@@H]3CCCN3)o2)c1 | ? | 0.5% | -51.7% | 0.2% | -4.1% | 0.0% | -6.3 | 0.6% | i
COc1ccc2oc(C(=O)Nc3nnc(C)s3)c(C)c2c1 | 13.6% | -0.4% | -8.5% | 4.2% | -22.0% | -20.9% | -28.7 | -30.9% | ?
COc1cccc(CNC(=O)C(CC(C)C)NS(=O)(=O)c2ccc3c(c2)oc(=O)n3C)c1 (stereo not given) | . | 0.7% | -15.9% | 17.9% | -9.9% | -1.8% | . | -0.6% | i
O=C1Nc2ccccc2C1Cc1ccc(OC(F)(F)F)cc1 (stereo not given) | 6.7% | 0.2% | -42.0% | 4.8% | -9.1% | ? | 2.3 | . | i
Cc1ccccc1CC1(CO)CCCN(C(=O)c2ccccc2N(C)C)C1 (stereo not given) | -7.2% | 0.2% | -10.8% | -3.6% | 3.4% | -23.1% | 0.0 | ? | ?
O=C(NCc1ccc2c(c1)OCO2)c1ccc2c(c1)N(Cc1c(F)cccc1Cl)C(=O)c1ccccc1S2 | . | -0.9% | 4.1% | 3.4% | -7.7% | -16.7% | . | . | .
COc1cc(CNc2ncnc3c2ncn3[C@H]2CN(Cc3cccs3)C[C@@H](CO)O2)cc(OC)c1OC | . | -0.6%[9.22 µM] | 4.7% | . | . | 0.0% | 0.7 | 13.6% | i
CCOC(=O)C(=Cc1cn(C)c2ccc(S(=O)(=O)N(C)C)cc12)C(=O)OCC | ? | 3.3% | -7.6% | 0.9% | -28.3% | -10.1% | 9.9 | -5.3% | i
CCOC(=O)c1ccc(NC2c3ccccc3C(=O)N2c2ccccn2)cc1 (stereo not given) | -17.4% | -0.4% | -12.2% | 1.3% | -2.1% | 3.1% | 30.6 | -5.2% | i
COc1ccc(C(C)=O)cc1COC(=O)c1ccc(OCc2c(C)noc2C)cc1 | -0.9% | -0.7% | -23.2% | -17.0% | -27.4% | -6.0% | -22.0 | -1.5% | i
O=S(=O)(Nc1cccc2cccnc12)c1ccccc1 | 20.6µM* | ? | -13.7%&-73.0% | -12.0%&-5.5%&1.1% | ? | 7.08µM* | -104.3* | 8.91µM* | ?
CCCCCOC(=O)NCC(O)c1ccccc1 (stereo not given) | -2.5% | -0.4% | -9.2% | -5.9% | ? | -1.1% | -3.2 | 19.8% | i
Cc1noc(-c2ccccc2OCC(=O)Nc2cccc([N+](=O)[O-])c2)n1 | . | 28.7% | 0.7% | -7.1% | ? | -8.5% | . | 9.6% | i
COc1cccc(-c2coc3c(C)c4oc(=O)c(CCC(=O)O)c(C)c4cc23)c1 | -1.4% | 3.4% | -24.0% | -6.8% | ? | ? | -59.5* | 1.0% | i
CN(C(=O)c1cccc(S(=O)(=O)N2CCCCC2)c1)C1CCS(=O)(=O)C1 (stereo not given) | -1.2% | 0.1% | 5.0% | 3.4% | 2.2% | 1.4% | -3.8 | 2.6% | i
C/C(=N\Nc1ncnc2sc(C)c(C)c12)c1ccccn1 | ? | 22.8% | -87.7% | 23.1µM* | ? | -8.2% | -1.1 | 0.282µM* | ?
COc1ccc(N(C(=O)Cc2cccs2)C2C=CS(=O)(=O)C2)cc1 (stereo not given) | -0.4% | 2.4% | 8.4% | 3.1% | 2.7% | -9.6% | -3.9 | -1.1% | i
O=C1c2ccccc2CCC12N=NCC2c1ccc(Br)cc1 (stereo not given) | -0.5% | 0.0% | -20.2% | -13.9% | 5.0% | -14.2% | 0.6 | . | .
COc1ccc(C)cc1N(CC(=O)N1CCCCCC1)S(C)(=O)=O | ? | -0.6% | 2.2% | -5.2% | 0.1% | -23.5% | 4.4 | -15.2% | i
Cc1cc(C)n(CC(O)COCc2ccco2)n1 (stereo not given) | -3.0% | 0.4% | -4.6% | 2.2% | 0.4% | -7.3% | 0.0 | 6.0% | i
COc1ccccc1CNC(=O)C1CCCN(S(=O)(=O)c2cccs2)C1 (stereo not given) | 12.4% | -0.2% | -12.6% | 0.9% | ? | -2.1% | -0.7 | -7.2% | i
O=C1CCN(S(=O)(=O)c2ccc(Br)cc2)CCN1 | -2.8% | -0.7% | -3.7% | 7.2% | -9.1% | 2.0% | -9.4 | -10.4% | i

Sorted by molar mass (falling): some entries from above
SMILES | MCF10A rereplic | Nrf2 activator | HepG2 viability | A549 tox | Nrf2 inh | TGFb SMAD3 inh | IL1B secr inh | ATXN2 expr inh | ATXN viability
COc1ccccc1CNC(=O)C1CCCN(S(=O)(=O)c2cccs2)C1 (stereo not given) | 12.4% | -0.2% | -12.6% | 0.9% | ? | -2.1% | -0.7 | -7.2% | i
COc1ccc(N(C(=O)Cc2cccs2)C2C=CS(=O)(=O)C2)cc1 (stereo not given) | -0.4% | 2.4% | 8.4% | 3.1% | 2.7% | -9.6% | -3.9 | -1.1% | i
Cc1noc(-c2ccccc2OCC(=O)Nc2cccc([N+](=O)[O-])c2)n1 | . | 28.7% | 0.7% | -7.1% | ? | -8.5% | . | 9.6% | i

Other records:
SMILES | MCF10A rereplic | Nrf2 activator | HepG2 viability | A549 tox | Nrf2 inh | TGFb SMAD3 inh | IL1B secr inh | ATXN2 expr inh | ATXN viability
Clc1cccc(OCCN2CCNCC2)c1 | 4.3% | -0.2% | 16.9% | 3.1% | 4.9% | 21.9% | 8.8 | . | i
CCCNC(=O)C1=CC(c2ccc3c(c2)OCO3)=NS(=O)(=O)N1C | . | 0.6% | -14.3% | 13.5% | 10.7% | -2.6% | . | -10.4% | ?
CCCn1c(=O)c2sccc2n2c(CCCC(=O)NCc3ccccc3)nnc12 | . | 2.9% | -6.5% | 1.3% | -9.3% | -9.7% | . | . | .
O=C(Nc1cc(S(=O)(=O)N2CCOCC2)ccc1OCC(F)(F)F)c1ccc(N2CCCC2=O)cc1 | 2.6% | -0.7% | -13.4% | 0.4% | -10.1% | ? | -17.3 | -11.7% | i
CN(C)C(=O)N1CCc2ccc([N+](=O)[O-])cc21 | . | 0.0% | -74.1% | . | . | ? | -2.1 | . | i
Cc1nn(CC(=O)NC2CCCCC2)c(C)c1[N+](=O)[O-] | . | 0.2% | -8.0% | . | . | -1.4% | -6.9 | . | i
CC(/C=N/Nc1nc(C)cc(C)n1)=C\c1ccc(C(C)C)cc1 | 20.4% | 9.2% | -2.7% | 12.3% | 17.9% | -5.6% | 4.3 | 17.2% | i
C[C@@H](C(=O)Nc1ccc2ccccc2c1)[C@@H]1C[C@@]1(C)[C@@H](NC(=O)c1cnccn1)c1ccccc1 | 23.9% | 0.3% | -20.9% | 1.0% | -14.7% | -11.7% | -7.7 | -14.5% | ?
COc1cccc(CCc2nnc(CCC(=O)NCCc3cccc(C)n3)o2)c1 | 0.5% | -0.5% | 16.3% | 0.0% | ? | 18.5% | 21.7 | 5.6% | i
CN(C)C(C(=O)NC1CCCCC1)c1ccc(Cl)cc1 (stereo not given) | 8.5% | 0.1% | -22.3% | 7.1% | 14.0% | 12.6% | -5.4 | 5.8% | i
N#Cc1c(-c2ccccc2Cl)cc(-c2ccccc2)nc1Br | ? | 0.4% | -11.9% | 0.2% | 10.2% | ? | 11.3 | -19.1% | i
O=C(NCC1CCCN1S(=O)(=O)c1cccs1)C(=O)Nc1ccc(F)cc1 (stereo not given) | 5.7% | 0.5% | 3.9% | -2.0% | 11.9% | 6.7% | -16.9 | 28.6% | i

Source: PubChem BioAssay
